Source: PubChem BioAssay (Broad Institute)
RAD52 anneal inh: inhibitors of human RAD52 DNA annealing | AID 651710 | inhibition, % at 18.7 µM | recombinant RAD52 DNA annealing, FRET fluorescence | actives 0.46% (n = 360,000);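 active means every replicate showing at least 50% inhibition; inconclusive means mean inhibition at least 50% but not in every replicate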
Target sequence (P43351 whole entry, looked up): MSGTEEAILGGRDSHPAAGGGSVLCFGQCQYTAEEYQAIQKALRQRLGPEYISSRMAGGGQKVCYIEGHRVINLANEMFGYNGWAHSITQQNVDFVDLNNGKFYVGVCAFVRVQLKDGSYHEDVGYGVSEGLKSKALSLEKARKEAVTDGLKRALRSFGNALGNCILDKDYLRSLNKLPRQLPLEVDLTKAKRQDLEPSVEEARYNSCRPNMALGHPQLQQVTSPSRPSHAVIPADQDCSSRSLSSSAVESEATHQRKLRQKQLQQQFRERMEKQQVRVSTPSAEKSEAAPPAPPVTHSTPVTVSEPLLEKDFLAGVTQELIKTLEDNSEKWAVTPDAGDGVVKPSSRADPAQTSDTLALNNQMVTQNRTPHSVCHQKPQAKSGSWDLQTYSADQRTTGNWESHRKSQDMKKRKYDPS
Cneo AK release: causes C. neoformans cell lysis | adenylate kinase release luminescence, 4 h; normalised: neutral wells 0, clomiphene wells 100 | actives 0.2% (n = 360,000) | lysis activity, % at 15 µM;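 active means mean lysis activity across replicates of at least 80%, whatever share of replicates individually reach that level; inactive means mean lysis activity below 80%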
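Signal: Adenylate kinase release luminescence | Assay system: Log-phase Cryptococcus neoformans yeast cells | Input: Cells at 5 × 10^6 per mL | Buffer or medium: Fresh YPD growth medium | Compound: Single dose | Schedule: Static 4 h at 37 °C with compound, 1 h detection | Controls: Clomiphene | Read-out: Luminescence rise reflecting yeast cell lysis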
miR122 inh: miR-122 inhibition in Huh7 cells; Huh7 miR-122 Renilla luciferase sensor, 48 h; neutral wells = 0, positive control = 100; activation (reporter increase), % at 12.5 µM; actives 0.3% (n = 340,000); AID 602342;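 active means mean replicate activation score at least 90 and every replicate individually at or above 90; inconclusive means only one of the two criteria met; inactive means neither criterion met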;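 further: higher luciferase means less miR-122 activity so hits act as miR-122 inhibitors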
PGC1a acetyl inh: PGC1a acetylation modulation, inhibitor mode; actives 0.17% (n = 350,000); inhibition, % at 15.6 µM; U2OS PGC1a acetylation, AlphaScreen anti-acetyl-lysine; with virally co-expressed GCN5 acetyltransferase; AID 651687;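 active means every replicate shows inhibition of at least 40%; inconclusive means mean inhibition at least 40% but some replicate below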;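 further: 0% = neutral control wells and 100% = positive control wells; some results beyond the cut were filed as inactive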
ERAP1 inh: blocks human ERAP1 aminopeptidase activity; actives 0.15% (n = 340,000); recombinant ERAP1, Leu-AMC fluorescence, 60 min; inhibition, % at 10.7 µM; AID 652197; Q9NZ08;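 active means mean replicate inhibition of at least 30%, or all replicates individually reaching that 30% level; inactive means mean below 30% and not every replicate reaching it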;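 further: 0% = neutral control wells and 100% = L-leucinethiol positive control wells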
RAD54 inh: inhibitors of human RAD54 branch migration; Q92698; RAD54 Holliday junction branch migration, FAM/BHQ fluorescence; inhibition, % at 10.4 µM; actives 0.14% (n = 360,000);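 active means mean normalized replicate activity at least 40 and at least half of replicates scoring 40 or more; inconclusive means only one of the two criteria met; inactive means mean below 40 and under half of replicates reaching 40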;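 further: 0% = median of neutral control wells and 100% = median of positive control wells; inhibitors cause a drop in the FAM fluorescence signal; in these data hits start at about 50%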
PglD inh: inhibitors of Campylobacter jejuni PglD acetyltransferase; inhibition, % at 12.5 µM; actives 0.098% (n = 360,000); AID 602405; purified PglD enzyme, DTNB colorimetric CoA detection; in the data active means inhibition above about 16%, passing the limit was not always enough; inconclusive means no clear call, values can overlap the other calls; further: strong numbers were not always called active
E-selectin induc: E-selectin induction on HUVECs; HUVEC E-selectin immunofluorescence imaging; normalized: neutral wells 0, TNF-alpha wells 100; activation, % at 7.58 µM; actives 0.37% (n = 260,000); AID 686992;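 active means mean E-selectin-positive cell signal at least 10% of the positive control, reached in at least 60% of replicates, without over 20% cell loss; inconclusive means no rule given, readout overlaps actives, possibly toxicity-flagged; inactive means the rest, including those meeting only one limit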;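 further: in these data hits start at about 27%; measured in HUVEC primary endothelial cells; signal is the percent of cells scored E-selectin positive by PE staining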
Target sequence (P16581 whole entry, looked up): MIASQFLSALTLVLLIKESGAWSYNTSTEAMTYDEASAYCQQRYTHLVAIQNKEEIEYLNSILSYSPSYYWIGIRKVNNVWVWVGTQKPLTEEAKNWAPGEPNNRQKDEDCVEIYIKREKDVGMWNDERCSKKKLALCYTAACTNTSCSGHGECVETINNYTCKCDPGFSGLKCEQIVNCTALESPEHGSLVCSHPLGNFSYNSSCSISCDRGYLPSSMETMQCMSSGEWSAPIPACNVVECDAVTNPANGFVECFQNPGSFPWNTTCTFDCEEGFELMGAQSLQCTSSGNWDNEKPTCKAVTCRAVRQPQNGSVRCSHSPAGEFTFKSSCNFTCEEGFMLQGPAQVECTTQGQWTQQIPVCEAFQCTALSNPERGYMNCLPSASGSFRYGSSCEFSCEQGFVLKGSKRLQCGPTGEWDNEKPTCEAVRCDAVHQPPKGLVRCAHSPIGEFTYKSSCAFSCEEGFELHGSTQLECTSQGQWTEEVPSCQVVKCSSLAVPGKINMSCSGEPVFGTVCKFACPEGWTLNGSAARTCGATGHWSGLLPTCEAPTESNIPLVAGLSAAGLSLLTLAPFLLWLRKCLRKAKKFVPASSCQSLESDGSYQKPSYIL
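Assay system: HUVEC primary endothelial cells. Input: 3,000 HUVEC seeded per well. Doses: one compound dose added by pin transfer. Read-out basis: % PE-positive cells. Benchmarks: TNF-alpha high, DMSO low. Detection: immunofluorescence imaging. Buffer or medium: EGM-2, gelatin.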
Active calls of the source: *; ? = inconclusive; · = no result given; & = joins results of further samples; [ ] = remark or other dose.

Results follow in this order: RAD52 anneal inh	Cneo AK release	miR122 inh	PGC1a acetyl inh	ERAP1 inh	RAD54 inh	PglD inh	E-selectin induc
> CCCN1[C@@H]2c3ccc(-c4cccnc4)c(=O)n3C[C@H]1[C@H](CO)[C@H]2C(=O)NC1CCC1
→ -1	1	-4[16.7 µM]	·	-1	-1	2	-1.5
> Cc1cc(=O)[nH]c(Nc2ccccc2C)n1
→ -16	0	-6	-2	0	1	4	·
> COc1ccc(S(=O)(=O)Nc2ccc3c(c2)CC(=O)N([C@H](C)CO)C[C@H](C)[C@@H](CN(C)S(=O)(=O)c2cn(C)cn2)O3)cc1
→ -2	-4	3[16.7 µM]	-1	0	3	3	-0.1
> Nc1nc(N=Nc2ccc(O)cc2)cc(=O)[nH]1
→ -17	-1	-15	·	10	1	-1	0.1
> CC[C@]12C(=O)N(C)C[C@H]([C@@H]3C(=O)N(C)C(=O)[C@@H]31)N2C(=O)c1ccc(C(C)(C)C)cc1
→ -16	4	1	·	-3	-4	2	0.2
> Cc1cc(O)cc2c1C1CCC3(C)C(=O)CCC3C1C=C2 (stereo not given)
→ 0	·	20	-18	-1	·	·	1.8
> C[C@@H]1CN([C@@H](C)CO)C(=O)Cc2cc(NS(=O)(=O)c3cccs3)ccc2O[C@H]1CN(C)S(C)(=O)=O
→ -2	0	4[16.7 µM]	13	1	4	-3	?
> CCOc1ccccc1NC(=O)CSc1nc(=O)n(Cc2ccccn2)c2c1CCC2
→ -5	-1	16	·	-9	0	-3	-0.2
> COc1ccc(C)cc1S(=O)(=O)NCC(c1ccc2c(c1)OCO2)N1CCOCC1 (stereo not given)
→ 4	·	45	-2	2	0	7	·
> N#Cc1c(-c2ccc(F)cc2)cc(-c2cccs2)nc1SCC(=O)O
→ -57	2	0	1	-1	-1	-3	·
> COc1ccc(NC(=O)CC2SC(=N)N(c3ccccc3)C2=O)c(OC)c1 (stereo not given)
→ -7	·	·	-7	-1	·	·	3.5
> CCOc1ccccc1NC(=O)Nc1ccc(Br)cc1C
→ -12	-1	-3	·	·	-11	4	4.0
> CC(=O)Oc1ccc(N(C(C)=O)S(=O)(=O)c2ccccc2)c2ccccc12
→ -9	0	-4	8	-3	-4	7	-0.2
> OCCCNc1ncnc2c1ncn2[C@H]1CN(Cc2ccc(-c3ccccc3)cc2)C[C@@H](CO)O1
→ -8	1	-7	·	-3	-9	-5	-0.2
> COc1ccc(NC(=O)Cc2c(F)c(F)c(F)c(F)c2F)cc1OC
→ -1	1	-23	0	-4	-4	1	·
> C[C@H]1CN([C@@H](C)CO)C(=O)CCCn2cc(nn2)CO[C@@H]1CN(C)C(=O)Nc1cccc2ccccc12
→ -10&6&2	8&-3&8	-3	6&-6&-2	-2&3&1	-10&1&-7	-5&-5&-1	0.0&-0.4
> Cc1ccccc1-c1cnc2c(c1)C(=O)N([C@@H](C)CO)C[C@@H](C)[C@@H](CN(C)C(=O)CN(C)C)O2
→ 1	-11	6[16.7 µM]	10	0	6	1	-0.1
> Cc1nc(N(C)Cc2ccccc2)c2c(C)c(C)sc2n1
→ -10	11	-1	1	2	-7	0	·
> CCCCCNC(=O)c1ccccc1SC
→ ·	-4	-5	-3	·	-3	-3	·
> CC(=O)NCCNc1nc2cc(-c3cc(F)ccc3C)sc2c(=O)n1C
→ -2	0	2	·	3	10	-4	-0.1
> COc1ccc(C)cc1NC(=O)CCNS(=O)(=O)c1cccc(C(F)(F)F)c1
→ -3	0	4	·	2	-14	3	0.0
> C[C@@H]1CN([C@H](C)CO)C(=O)Cc2cc(NC(=O)Nc3ccccc3)ccc2O[C@H]1CN(C)C(=O)Nc1ccc(C(F)(F)F)cc1
→ ·	-4	1[16.7 µM]	6	·	5	4	-0.1
> O=C(C[C@H]1CC[C@H]2[C@@H](COC[C@H](O)CN2C(=O)Nc2cccc(F)c2)O1)NCc1ccccc1F
→ 14	1	?	-13	-4	3	7	0.0
> Cc1cc(OC(F)F)ccc1NC(=O)Nc1ccc([N+](=O)[O-])cc1
→ ·	-1	-6	·	·	-3	-8	-0.1
> O=C(COc1ccc(S(=O)(=O)Nc2ccccc2)cc1)NCc1ccccn1
→ -18	10	13	·	-1	-7	3	0.3
> O=C(Cc1ccccc1)Nc1ccc2oc(-c3ccncc3)nc2c1
→ ·	-3	3	-9	·	-11	-4	·
> Cn1c(=O)[nH]c(=O)c2c1nc1n2CCCN1Cc1ccccc1
→ -6	2	6	1	0	-4	1	-0.2
> CC(=O)c1cccc(NC(=O)NC(C)c2ccncc2)c1 (stereo not given)
→ ·	0	14	-14	·	-14	-3	·
> CCOC(=O)CNC(=O)CSc1nc(N(C)C)nc(N2CCOCC2)n1
→ ·	0	-2	-5	·	-4	3	·
> CC(C)c1ccc(NC(=S)NN2C(C)CCCC2C)cc1 (stereo not given)
→ -11	·	9	-6	9	·	·	·
> N#C[C@@H]1[C@@H](c2ccccc2C2=CCCCC2)[C@@H](CO)N1C(=O)NC1CCCCC1
→ -5	·	·	17	-1	·	·	0.2
> O=C(Cn1nnc2ccccc2c1=O)Nc1cc(C(F)(F)F)ccc1N1CCOCC1
→ ·	0	0	2	·	4	-14	·
> COc1ccc2c3c(n(C)c2c1)[C@H](CO)NCC31CN(Cc2ccccc2Cl)C1
→ 15	·	·	-33	2	·	·	-0.2
> CN1C(=O)C(N=Nc2ccccc2C(=O)O)N(C)C1=S (stereo not given)
→ -361	·	·	-2	1	·	·	1.3
> O=C(CN1CCN(Cc2ccc(Cl)cc2)CC1)N1CCc2ccccc21
→ -7	-4	·	·	2	-10	-3	·
> CC1(C)CC(=O)C(C=NC2CC(C)(C)NC(C)(C)C2)=C(O)C1
→ ·	5	·	-4	·	2	0	·
> COc1ccc(-c2noc(CCC(=O)NCCCN3CCN(c4ccccc4F)CC3)n2)cc1
→ 2	0	-3	·	-4	2	-5	8.4
> CNC[C@H]1OCCCC[C@H](C)Oc2ccc(N(C)C)cc2C(=O)N([C@@H](C)CO)C[C@@H]1C
→ -418	2	8[16.7 µM]	7	-6	-13	0	-0.2
> Cc1ccccc1S(=O)(=O)N1[C@@H](C#N)[C@H](c2ccc(-c3ccccc3)cc2)[C@@H]1CO
→ -41	1	·	-11	3	4	5	21
> O=C(Cc1cccc2ccccc12)Nc1ccccc1C(=O)O
→ -2	-3	1	-1	2	11	-1	-1.4
> O=C(Nc1ccncc1)c1cc(F)cc(F)c1
→ ·	0	4	-9	·	1	5	·
> CCC(=O)Nc1sc2c(c1C#N)CCCCC2
→ ·	-4	2	-13	·	2	1	·
> C[C@@H]1CCCCO[C@H](CN(C)S(=O)(=O)c2cn(C)cn2)[C@H](C)CN([C@H](C)CO)C(=O)c2cc(NS(=O)(=O)c3ccc(Cl)cc3)ccc2O1
→ -39	0	-3[16.7 µM]	9	-2	6	4	·
> COc1ccc(CN2C[C@H](C)[C@@H](OC)CN(C)C(=O)c3ccc(NC(=O)C4CC4)cc3OC[C@@H]2C)cc1
→ -13	·	·	0	-7	·	·	0.0
> Cc1ccc(-c2cc(Cc3ccc(F)cc3)c(=O)[nH]n2)cc1
→ -23	0	-2	11	1	5	0	·
> Cc1cccc(N2CCN(S(=O)(=O)c3c(C)nc4scc(C)n4c3=O)CC2C)c1 (stereo not given)
→ -17	2	0	-6	1	-1	-4	·
> O=C(NCc1ccccc1)c1nc[nH]c1C(=O)N1CCN(c2ccccc2)CC1
→ -39	0	-5	1	0	5	-5	·
> c1ccc(-c2cn3c(n2)CCC3)cc1
→ ·	1	18	-2	·	-1	-5	·
> CCn1c(SCC(=O)NC2CC2)nnc1-c1ccc(OC)cc1
→ 2	0	-6	4	-4	13	-1	3.5
> CC1CCCCN1C(=O)CN(C)S(=O)(=O)c1cccc2nsnc12 (stereo not given)
→ -6	6	2	42*	4	1	3	·
> CCCCC(=O)N1C/C=C\C(c2ccc(OC)cc2)N(Cc2ccc(F)cc2)C(=O)[C@H]1Cc1ccccc1 (stereo not given in full)
→ ·	3	-4	-7	·	-1	-5	·
> COc1ccc(CCNC(=O)C(=O)c2cn(CC(=O)N3CCCC3)c3ccccc23)cc1
→ -4	-2	-4	·	-6	13	1	-0.4
> Nc1[nH]n(-c2ccccc2)c(=O)c1N=Nc1ccccc1
→ -27	-6	6	-4	-5	7	0	·
> CC(C)OCCCN1CC(=O)N2C(c3cccc([N+](=O)[O-])c3)c3[nH]c4ccccc4c3C[C@H]2C1=O (stereo not given in full)
→ -11	1	-7	-7	-1	4	0	-0.1
> CN(C)C(=O)C[C@H]1C[C@@H]2c3cc(NC(=O)C4CCC4)ccc3O[C@@H]2[C@@H](CO)O1
→ 1	-3	1[16.7 µM]	15	0	-13	0	-0.1
> c1ccc(-n2ncc3c2ncn2nc(-c4ccco4)nc32)cc1
→ ·	-2	-8	1	·	-12	4	·
> O=C(NCCSCc1c(F)cccc1Cl)Nc1ccccc1
→ ·	4	-11	-22	·	-4	0	·
> COc1ccc(/C=C/C(=O)c2cc3cccc(OC)c3oc2=O)cc1
→ -35	-3	·	5	-2	11	1	-4.8
> Cc1ccc(C(C(=O)NC2CCCCC2)N2CCCC2)cc1 (stereo not given)
→ ·	-3	1	-1	·	-1	-9	·
> COc1cc(NC(=O)c2sc3ncn(CC(=O)N4CCCCC4C)c(=O)c3c2C)cc(OC)c1OC (stereo not given)
→ -3	1	-11	·	-3	6	-2	-0.3

Carrying on.
Results follow in this order: RAD52 anneal inh	Cneo AK release	miR122 inh	PGC1a acetyl inh	ERAP1 inh	RAD54 inh	PglD inh	E-selectin induc
> CCc1nc2ccc(C(=O)NCc3ccccc3OC)cn2c1N(CC)CCN(C)C
→ -6	2	-7	·	-4	-4	-5	?
> CO[C@H]1CN(C)C(=O)c2cc(NS(=O)(=O)c3ccc(-c4ccccc4)cc3)ccc2OC[C@H](C)NC[C@@H]1C
→ 13	-2	-8[16.7 µM]	-31	-2	-14	-2	-0.1
> CCN(CCNC(=O)CCCn1nc(C)n2c(cc3sccc32)c1=O)c1ccccc1
→ -3	-3	-2	-36	2	1	12	·
> NC(=O)COc1ccc(/C=N\NC(=O)c2ccc(-c3ccccc3)cc2)cc1
→ 2	0	6	-3	3	-3	7	·
> O=C(C[C@@H]1C[C@@H]2c3cc(NS(=O)(=O)c4ccc(F)cc4)ccc3O[C@@H]2[C@H](CO)O1)NCC1CC1
→ ·	0	2[16.7 µM]	5	·	-4	7	-0.4
> COc1ccc(NC(=O)c2cccc(S(=O)(=O)NCc3ccco3)c2)c(OC)c1
→ -33	6	·	·	2	9	0	·
> C/C=C/c1ccc([C@@H]2[C@@H](CO)N3CCCCN(S(=O)(=O)c4ccc(F)cc4)C[C@@H]23)cc1
→ -21	-7	-10[16.7 µM]	-11	-1	1	-2	0.2
> CN(c1ccc(C(=O)NC2CC2)cc1)S(=O)(=O)c1ccccc1
→ ·	1	-3	1	·	5	2	·
> COc1cccc(NC(=O)Nc2ccc3c(c2)OC[C@H](C)NC[C@@H](C)[C@@H](OC)CN(C)C3=O)c1
→ 74*	0	6[16.7 µM]	4	-1	-6	-2	0.0
> CO[C@@H]1CN(C)C(=O)c2cc(NC(=O)Cc3ccccc3)ccc2OC[C@@H](C)N(C(=O)c2ccccc2F)C[C@@H]1C
→ 0	-1	·	6	0	1	-2	-0.2
> COc1ccc(/C=C2\CCc3ccccc3C2=O)cc1OC
→ ·	-13	1	13	·	-2	2	·
> COc1ccc2nc3c(cc2c1)c(NC(=O)c1cccs1)nn3CC(C)C
→ ·	-9	-3	-90	·	-2	2	·
